hcGAS lum = Primary biochemical luminescence assay for human cyclic GMP-AMP synthase inhibitors. Q8N884. recombinant h-cGAS, ATP depletion, Kinase-Glo luminescence. inhibition, % at 12.5 µM. actives 0.081% (n = 290,000);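 note: 0% = vehicle reaction and 100% = reaction without DNA for no activity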
Target sequence (Q8N884 whole entry, looked up): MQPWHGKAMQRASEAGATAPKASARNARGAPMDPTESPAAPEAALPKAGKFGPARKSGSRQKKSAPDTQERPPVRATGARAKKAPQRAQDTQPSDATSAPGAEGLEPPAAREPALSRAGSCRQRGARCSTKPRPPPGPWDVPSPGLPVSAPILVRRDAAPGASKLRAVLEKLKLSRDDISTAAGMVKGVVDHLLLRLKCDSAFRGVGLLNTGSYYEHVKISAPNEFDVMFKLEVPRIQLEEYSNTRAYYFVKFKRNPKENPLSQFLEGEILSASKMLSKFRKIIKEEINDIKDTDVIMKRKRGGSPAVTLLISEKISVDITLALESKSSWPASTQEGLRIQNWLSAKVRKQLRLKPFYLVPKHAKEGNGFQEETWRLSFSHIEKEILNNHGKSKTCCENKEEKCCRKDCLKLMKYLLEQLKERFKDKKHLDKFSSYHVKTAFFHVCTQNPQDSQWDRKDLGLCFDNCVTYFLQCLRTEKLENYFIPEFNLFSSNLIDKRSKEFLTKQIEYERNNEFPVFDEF
mcGAS lum = cyclic GMP-AMP synthase inhibitors, mouse, primary biochemical chemiluminescence; AID 1259399, 2018; Q8C6L5; recombinant cGAS, Kinase-Glo ATP depletion luminescence; inhibition, % at 12.5 µM; actives 0.15% (n = 160,000);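 note: 0% = negative control wells and 100% = reference inhibitor with no enzyme activity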
NPYLR7 ag = agonists of mosquito NPYLR7 receptor, primary screen, cell-based, Aedes aegypti, calcium fluorescence, mosquito biting behavior. AID 1259423, 2018. actives 0.15% (n = 270,000). Aedes aegypti neuropeptide Y-like receptor 7 (NPYLR7). activation, % at 10 µM. HEK293T NPYLR7/Galpha15, GCaMP6s calcium fluorescence; in the data active = activation above about 40%;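 note: 0% = vehicle and 100% = reference agonist at the receptor; some compounds past the cut are filed as inactive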
* = called active by the depositor; · = no result given; & = joins results of further samples. Cut-off read from the data, not from the text of the source, unless noted: active = inhibition above about 40%; inactive = the rest.

Screens in order – hcGAS lum, mcGAS lum, NPYLR7 ag
CCN(Cc1ccc(C(C)=O)cc1)CC1CCOCC1
 : -5, -14, ·
Cc1nc(C(=O)N(C)CC2CCCN(CCc3ccc(Cl)cc3)C2)cs1 (stereo unspecified)
 : -3, ·, -5
COc1ccc(-c2nn(-c3ccccc3C)cc2CN(C)C(C)c2ccncn2)cc1F (stereo unspecified)
 : -7, ·, -1
COc1ccc(NC(=O)N2CCN(C(C(=O)NCCc3ccccn3)C3CCCC3)CC2)cc1 (stereo unspecified)
 : -1, -3, 1
C1CCN(c2nc(NC3CCCC3)nc3n[nH]nc23)CC1
 : -10, ·, 1
O=C(c1cccc(OC(F)F)c1)N1CCOC(COc2cccc(C(F)(F)F)c2)C1 (stereo unspecified)
 : 4, 2, 2
Cc1nc2cc(NC(=O)CN3C(=O)NC4(CCC(C)CC4)C3=O)ccc2o1 (stereo unspecified)
 : -7, ·, 1
Cc1nc2c(C)cccn2c(=O)c1NC(=O)c1ccc(C(F)(F)F)cc1
 : -15, ·, 3
C[C@@]12CO[C@H](c3ccccc3)C[C@@H]1C[C@@H](N1CCN(C(=O)CC3CCCC3)CC1)C2
 : 1, -1, 3
Cc1ccccc1OCc1ccc(-c2nc(C#N)c(NCCN3CCOCC3)o2)o1
 : 6, -1, 1
COc1ccc(CCN(Cc2cccs2)C(=O)CN(CC2CCCO2)C(=O)Nc2ccc(SC)cc2)cc1OC (stereo unspecified)
 : -12, -5, 15
O=C1/C(=C/c2ccncc2)Oc2c1ccc1c2CN(CCc2cccs2)CO1
 : -3, 2, 43
OCC1CN(c2ncccn2)CC12CCN(C1CCSCC1)CC2 (stereo unspecified)
 : -12, -7, ·
c1ccc(CNc2ncnc3nc[nH]c23)cc1
 : -5, -5, -2
CCOCCn1cc(C2CCN(C(=O)c3ccccc3OC(F)(F)F)CC2)c2ccccc21
 : -1, -2, 3
CN(Cc1cccs1)C(=O)c1cc2c(cc1O)CCCC2
 : -16, ·, 5
Cc1ccc(F)cc1S(=O)(=O)N1CCN(C(c2ccccc2)c2ccc(Br)cc2)CC1 (stereo unspecified)
 : -2, -5, 4
CCC(C)N(Cc1ccc(OC)c(OC)c1)CC(O)COCc1ccccc1 (stereo unspecified)
 : -7, -7, 13
COc1cccc(C(C)N(C)Cc2nc(-c3ccc(F)c(OC)c3)oc2C)c1 (stereo unspecified)
 : -4, ·, 2
COc1cc(Cl)c(C)cc1NC(=O)CSc1nccnc1N1CCN(c2ccccc2)CC1
 : -2, ·, 7
O=S(=O)(Nc1cccc(S(=O)(=O)N2CCCC2)c1)c1ccccc1F
 : 0, ·, -15
O=C(CCCN1CCN(c2ccccn2)CC1)c1ccc(F)cc1
 : 1&-4, ·, 4&5
Cc1cnn(CCC(=O)NC2CCc3c(O)cccc32)c1 (stereo unspecified)
 : -16, ·, 7
Cc1nc2c(c(N3CCC4(CC3)Nc3ccccc3NC4=O)n1)CNC2
 : -8, -18, 18
NC(=O)C1Cc2ccccc2CN1Cc1ncccc1C(=O)O (stereo unspecified)
 : -5, ·, 20
CN(C)C(=O)COc1cccc(C(=O)N2CCC3C(CCCN3C3CC3)C2)c1 (stereo unspecified)
 : -10, ·, 0
FC(F)(F)c1cc(-c2ccco2)nc(NCC2CCCO2)n1 (stereo unspecified)
 : -1, ·, -1
Cc1cccc(Cn2ccnc2CN(CC(C)C)C(=O)c2ccccc2F)c1
 : -5, -4, -8
C=Cn1cc(CN(C)Cc2nc3ccccc3n2C)cn1
 : -1, ·, 3
Cc1ccc(C(C)C)c(OCC(=O)N=Nc2c(O)n(CN(C)C)c3ccccc23)c1
 : -12, -4, 3
COc1nc(-c2ccccc2F)n(-c2cccc(NC(=O)CC(C)C)c2)n1
 : -2, -3, ·
CCCN1C(=O)CC(Sc2ncccc2C(=O)O)C1=O (stereo unspecified)
 : -8, -9, -9
O=C(Nc1ccc(Oc2ccccc2)cc1)N1CCC2(CC1)NCCNC2=O
 : -4, -16, 6
COc1cccc(-c2nn(CN3CCOCC3)c(=S)n2C)c1
 : -2, ·, 6
O=C1CCCN1c1ccc(Cn2cccc(S(=O)(=O)N3CCCC3)c2=O)cc1
 : -2, ·, -9
CC1CCC2(CC1)OCC(C(=O)N1CCOCC1)N2C(=O)c1ccc(F)cc1 (stereo unspecified)
 : -7, -6, -3
CNCC(=O)Nc1c(C)n[nH]c1C
 : 0, ·, 4
CC(=O)O[C@H]1C(=O)[C@@]2(C)[C@H]([C@H](OC(=O)c3ccccc3)[C@]3(O)C[C@H](OC(=O)[C@H](O)[C@@H](NC(=O)c4ccccc4)c4ccccc4)C(C)=C1C3(C)C)[C@]1(OC(C)=O)CO[C@@H]1C[C@@H]2O
 : 4, -4, -2
Cc1ccc(S(=O)(=O)NC(=O)c2c(C)cc3n2CCn2c(C)ccc2-3)cc1
 : -7, ·, 36
CCc1ccc2nc(C(C#N)=C3NS(=O)(=O)c4ccccc43)[nH]c(=O)c2c1
 : 17, ·, 5
COC(=O)c1sc(N)c(C(=O)OC)c1COC(=O)CCc1c(C)noc1C
 : 3, ·, -2
O=C(c1cccc2ccnn12)N1CCCC1Cn1cccn1 (stereo unspecified)
 : -3, -18, 27
CCCSCC(=O)N1CCCC1c1ccc(C(=O)NC2CC2)s1 (stereo unspecified)
 : -6, ·, 16
CCN(Cc1ccccc1)C(=O)c1cc(N)ccc1Cl
 : -4, -9, -1
CN1CCN2CCN(S(=O)(=O)c3ccc4c(c3)OCCN4C)CC2C1 (stereo unspecified)
 : 0, -18, 29
Fc1ccccc1C1CC(c2ccc(Br)cc2)Nc2nc(-c3ccccc3)nn21 (stereo unspecified)
 : -6, -4, -3
C=CCn1cc(-c2c(-c3ccccc3)ncn2Cc2cnc(C)cn2)c(C)n1
 : -7, -17, -3
O=C(O)COc1ccccc1/C=N\NC(=O)CSc1nc2ccccc2[nH]1
 : -3, -6, 14
COc1nc(-c2ccc(Cl)c(Cl)c2)n(-c2ccc(NC(=O)COc3ccc(Cl)cc3)cc2)n1
 : -2, -7, 21
CCCCc1c(C)nc(N)nc1N1C[C@@H]2CC[C@H](C1)N(CCOC)C2=O
 : -7, -4, ·
CC(C(=O)n1cc(Cl)cn1)n1cc([N+](=O)[O-])cn1 (stereo unspecified)
 : 4, ·, 2
COCCNC(=O)C1(C)CCCN(Cc2ccccn2)C1 (stereo unspecified)
 : 3, 2, -7
Cn1cccc1CC(=O)NNC(=S)NC1CCCCC1
 : -7, ·, 6
COc1ccc(-c2cc(C(=O)NCCN3CCCCC3)c(C)n2-c2ccc(C)cc2)cc1
 : -13, -6, -3
O=C(NNC(=O)C1CC1)C1CCCCC1
 : 3, ·, 16
CC1CCCN(CC(=O)Nc2oc3ccccc3c(=O)c2-c2ccccc2)C1 (stereo unspecified)
 : 2, ·, -4
COc1ccc(-c2nnc(SCc3ccc(Cl)cc3Cl)n2C2CCCCC2)cc1
 : -4, -4, -3
O=C(c1ccc(-c2cc(-c3ccc4c(c3)OCCO4)n[nH]2)cc1)N1CC=CC1
 : -3, -5, ·
COc1ccccc1N1CCN(c2nc(Nc3ccc(C)c(C)c3)c3nccnc3n2)CC1
 : 3, ·, 3
CCOCC1CCN(C(=O)Nc2cc(-n3cccc3)ccc2F)C1 (stereo unspecified)
 : -2, ·, -21

Going on with the list:
| mol | hcGAS lum | mcGAS lum | NPYLR7 ag |
| --- | --- | --- | --- |
| COc1ccc(CN(Cc2ccc(F)cc2)CC2CCCO2)cn1 (stereo unspecified) | -4 | -10 | 1 |
| COc1ccccc1N1CCN(c2ccc(NC(=O)c3cc(Cl)cc(Cl)c3)cc2C(=O)NC(C)c2ccccc2)CC1 (stereo unspecified) | -7 | -6 | 16 |
| COC(=O)c1ccc(NC(=O)Cn2nc(C)c3ccccc3c2=O)cc1 | -2 | · | -4 |
| O=S(=O)(Nc1cccc(S(=O)(=O)N2CCOCC2)c1)c1ccc(Cl)cc1F | -1 | -2 | -2 |
| Cc1ccc(NC(=O)c2ccccc2)c(NC(=O)c2ccc(CN(C)C)o2)c1 | -5 | -16 | -4 |
| Cc1cccc(N(CCC(N)=O)C2C=CCCC2)c1 (stereo unspecified) | -6 | · | 6 |
| Cc1cccc(C2c3cccn3-c3ccccc3N2C(=O)CN(C(=O)c2ccc(C(F)(F)F)cc2)C2CC2)c1 (stereo unspecified) | -3 | -4 | 13 |
| O=C(NCC(c1ccc(F)cc1)N1CCCC1)c1cn(Cc2ccccc2Cl)nn1 (stereo unspecified) | -8 | -10 | 7 |
| COc1ccc(N2C(=O)CN(C(=O)CN3C(=O)c4ccccc4C3=O)CC2(C)C)cc1 | -10 | · | 3 |
| Cc1ccc(-n2cc(CN(C)C3CCN(C)CC3)c(-c3cccc(C)c3)n2)cc1 | -7 | -8 | 10 |

Next section; the last four above are carried over.
| mol | hcGAS lum | mcGAS lum | NPYLR7 ag |
| --- | --- | --- | --- |
| Cc1cccc(C2c3cccn3-c3ccccc3N2C(=O)CN(C(=O)c2ccc(C(F)(F)F)cc2)C2CC2)c1 (stereo unspecified) | -3 | -4 | 13 |
| O=C(NCC(c1ccc(F)cc1)N1CCCC1)c1cn(Cc2ccccc2Cl)nn1 (stereo unspecified) | -8 | -10 | 7 |
| COc1ccc(N2C(=O)CN(C(=O)CN3C(=O)c4ccccc4C3=O)CC2(C)C)cc1 | -10 | · | 3 |
| Cc1ccc(-n2cc(CN(C)C3CCN(C)CC3)c(-c3cccc(C)c3)n2)cc1 | -7 | -8 | 10 |
| COCCNC(=O)C(NC(=O)c1cccc(C)c1)C1CCN(C(=O)c2cccs2)CC1 (stereo unspecified) | -4 | -4 | 0 |
| Cc1ccccc1-n1cc(CN(C)C(=O)C(=O)c2cccn2C)cn1 | -4 | · | -11 |
| O=C(Nc1ccc([N+](=O)[O-])cc1)C1CCCN(c2ccc(-c3ccccc3)nn2)C1 (stereo unspecified) | -6 | -8 | -10 |
| Cc1noc(C)c1CCCNC(=O)[C@@H]1CCCN1S(C)(=O)=O | -8 | -3 | · |
| CCC(=O)N1CC23C=CC(CC2CC12CCCCC2)O3 (stereo unspecified) | -7 | · | 4 |
| COCCN1C(=O)c2ccccc2[C@H](C(=O)N2CCN(C(=O)Cc3ccccc3)CC2)[C@@H]1c1cccnc1 | -5 | · | -6 |
| Cc1ccc(-n2nc(C)c(C(=O)N3CCOCC3C)n2)c(C)c1 (stereo unspecified) | -5 | · | 4 |
| O=C(CSC1CC(=O)N(c2ccccc2F)C1=O)Nc1ccc(Cl)cc1 (stereo unspecified) | -2 | -3 | -5 |
| O=C(NC(c1ccco1)C(F)(F)F)c1coc(Cn2cnc3ccccc32)n1 (stereo unspecified) | -10 | · | 17 |
| Cc1nc(SCC(=O)Nc2sc3c(c2C#N)CCC3)c2c(C)c(C)sc2n1 | -9 | · | 2 |
| NCC1CCC(C(=O)Oc2ccc(CCC(=O)O)cc2)CC1 (stereo unspecified) | -1 | · | -7 |
| O=C(c1cc2cn(CCc3cccc(Cl)c3)cc2cn1)N1CCCOCC1 | -6 | · | 17 |
| CCOCC(O)CN(Cc1c(-c2ccccc2)nn(C)c1Oc1ccc(Cl)cc1)CC1CCCO1 (stereo unspecified) | -1 | 0 | -12 |
| Cn1cc(C(=O)N2CCc3ccccc3C2)c2nn(-c3ccccc3)c(=O)c-2c1 | -7 | -9 | 1 |
| OC(COCc1ccco1)CN(CCN1CCOCC1)Cc1ccsc1 (stereo unspecified) | -3 | -5 | -2 |
| COc1ccccc1/C=N\Nc1nc(-c2ccccc2)cc(-c2ccc(F)cc2)n1 | -3 | -7 | -11 |
| C[C@@]12CO[C@H](c3ccccc3)C[C@@H]1C[C@H](N1CCN(Cc3ccnc4ccccc34)CC1)C2 | 2 | -9 | -1 |
| Cn1ncc2c(NCCN3CCOC3=O)nc(C(C)(C)C)nc21 | -4 | · | 3 |
| CCc1ccc(-c2nn(CC(N)=O)c(=O)c3nc(C)sc23)cc1 | 6 | -6 | 3 |
| CCC(Sc1ncn[nH]1)C(=O)NCc1ccccc1 (stereo unspecified) | -5 | · | 9 |
| CCOC(=O)c1c(NC(=O)CC(=O)Nc2sc3c(c2C(=O)OCC)CCC3)sc2c1CCC2 | 2 | 0 | -5 |
| CCOC(=O)C1=C(C)N(CC)C(=S)NC1c1cccc(NC(=O)c2ccc(Cl)c([N+](=O)[O-])c2)c1 (stereo unspecified) | -7 | -4 | 11 |
| COc1ccc2nc(-c3ccc(C)c(NC(=O)C(C)Oc4ccc5c(c4)OCO5)c3)cn2n1 (stereo unspecified) | -7 | -12 | -1 |
| Cc1nnc2ccc(N3CCN(C(=O)CSc4nc5ccccc5s4)CC3)nn12 | -7 | -9 | 2 |
| CC(C)c1nc2cc(C(=O)NCCC(c3ccccc3)c3ccco3)ccc2o1 (stereo unspecified) | -7 | -9 | 8 |
| CC(C)CCC(C)NS(=O)(=O)c1cccc(S(N)(=O)=O)c1 (stereo unspecified) | -6 | -14 | 1 |

Among those listed so far, these have a nitro group on carbon.
| mol | hcGAS lum | mcGAS lum | NPYLR7 ag |
| --- | --- | --- | --- |
| CC(C(=O)n1cc(Cl)cn1)n1cc([N+](=O)[O-])cn1 (stereo unspecified) | 4 | · | 2 |
| O=C(Nc1ccc([N+](=O)[O-])cc1)C1CCCN(c2ccc(-c3ccccc3)nn2)C1 (stereo unspecified) | -6 | -8 | -10 |
| CCOC(=O)C1=C(C)N(CC)C(=S)NC1c1cccc(NC(=O)c2ccc(Cl)c([N+](=O)[O-])c2)c1 (stereo unspecified) | -7 | -4 | 11 |
